FUS suppressor – qHTS for Suppressors of FUS Proteinopathy: Primary screen using FUS-linked yeast assay; Potency, µM (top dose mostly 76.6 µM), for the others: top-dose growth rescue (activation), hits mostly activators; S. cerevisiae FUS-expressing, growth rescue, OD600, 24 h; AID 1347120, 2019; 390,000 compounds, 0.24% hits;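 also: potency is read from the fitted curve at half-maximal effect; plate controls were DMSO vehicle for no effect and reference control for full effect; nearly all actives have a fitted effect of over 55% in size; some results filed as inactive show a strong effect at the top dose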
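Restored growth of FUS-toxic S. cerevisiae, read as 600 nm absorbance after 24 h at 30C in galactose medium (starting OD 0.005). Controls CP55940 and DMSO.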
PI5P4Ka inh – qHTS for Inhibitors of phosphatidylinositol 5-phosphate 4-kinase (PI5P4K) | 330,000 compounds, 1.2% hits | AID 652105, 2013 | PI5P4Kalpha enzyme, ADP-Glo luminescence, 60 min; active compounds read low | max response, %; active = max response of -50% or lower; inconclusive = between -30% and -50%; inactive = -30% or higher; also: value at the top dose of about 77 µM; % is scaled to controls: 0 for no effect and ±100 for the full control effect
Target sequence (P48426 whole entry, looked up): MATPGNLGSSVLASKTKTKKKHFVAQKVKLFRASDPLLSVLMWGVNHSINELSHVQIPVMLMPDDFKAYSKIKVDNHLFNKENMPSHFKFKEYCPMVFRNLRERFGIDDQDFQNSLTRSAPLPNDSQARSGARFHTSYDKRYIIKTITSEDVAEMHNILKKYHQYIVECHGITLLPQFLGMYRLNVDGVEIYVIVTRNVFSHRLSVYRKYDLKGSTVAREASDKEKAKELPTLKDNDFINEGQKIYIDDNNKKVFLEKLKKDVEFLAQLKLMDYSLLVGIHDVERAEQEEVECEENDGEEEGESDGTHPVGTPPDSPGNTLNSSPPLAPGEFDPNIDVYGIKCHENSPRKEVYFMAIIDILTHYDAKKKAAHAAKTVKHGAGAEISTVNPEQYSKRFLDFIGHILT
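Compounds were pin-transferred onto PI5P4Kalpha and substrate in HEPES pH 7.4 buffer with EGTA, CHAPS and 5% DMSO. ATP (5 microM final) started the reaction, which ran 60 minutes at room temperature before ADP-Glo detection.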
EPAC1 antag – qHTS for Antagonist of cAMP-regulated guanine nucleotide exchange factor 3 (EPAC1): primary screen | EPAC1 GEF assay, Rap1b-BODIPY-GDP exchange fluorescence | Rap guanine nucleotide exchange factor 3 (Homo sapiens), O95398 | AID 720709, 2013 | Potency, µM (doses to about 115 µM), for the others: at the highest dose activity change, negative = inhibition, actives largely listed as inhibitors | 360,000 compounds, 0.14% hits;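 also: potency is read from the fitted curve at half-maximal effect; plate controls were vehicle for no effect and positive control for full effect; nearly all actives have a fitted effect of over 50% in size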
Abeta rescue – qHTS for compounds that reverse cellular toxicity of Amyloid beta (A-beta) peptide in yeast: Primary Screen; yeast expressing A-beta42, growth rescue, OD600, 48 h; response scale: 0% DMSO, 100% iron-clioquinol control; Potency, µM (doses to about 46.1 µM), for inactives: at the top dose growth rescue, actives largely listed as activators; 410,000 compounds, 0.063% hits; also: potency is read from the fitted curve at half-maximal effect; nearly all actives have a fitted effect of over 55% in size
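Yeast A-beta toxicity model in growth medium with pinned compounds, 48 h at 30 C; growth read as absorbance at 600 nm. Normalized to FeCl3/clioquinol equimolar mix (positive) and DMSO (negative).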
EPAC1 agonist – qHTS for Agonist of cAMP-regulated guanine nucleotide exchange factor 3 (EPAC1): primary screen. Rap guanine nucleotide exchange factor 3 (Homo sapiens), O95398. EPAC1 agonist qHTS, biochemical assay; response scale: 100% = response to 6.5 mM cAMP. Potency, µM (doses to about 154 µM), without a hit: at the top dose activation, most hits filed as activators. 360,000 compounds, 0.073% hits. AID 720707, 2013; also: potency is read from the fitted curve at half-maximal effect; nearly all actives have a fitted effect of over 60% in size
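Fluorescent GDP-exchange assay: 100 nM EPAC1 with 250 nM Rap1B preloaded with BODIPY-GDP and 50 uM GDP; compounds tested as concentration series, 5 min at room temperature, then read every 5 min for 30 min (ex 480/em 540 nm); normalized to 6.5 mM cAMP.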
IL2 activator – qHTS of IL-2 Activators | IL-2 activation reporter assay, cell-based qHTS; stimulated with anti-CD3/CD4/CD28 beads; in transgenic mouse T cells | activation, % (series mostly up to about 46 µM) | 360,000 compounds, 0.065% hits | AID 652025, 2013; in the data active = activation above about 50%; inconclusive = mostly about 30% to 49%; also: 0% is about no effect
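Using fluorescent plate cytometry, EGFP and DsRed are detected in transgenic mouse T cells stimulated 18 h at 37 degrees C with antibody-coated beads after 60 min compound pretreatment.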
PLK1 PBD inh – qHTS for Inhibitors of PLK1-PDB (polo-like kinase 1 - polo-box domain): Primary Screen | Serine/threonine-protein kinase PLK1 (Homo sapiens), P53350 | Plk1 PBD binding of FITC phosphopeptide, fluorescence polarization | Potency, µM, without a hit: max response, negative = inhibition, hits mostly inhibitors | 360,000 compounds, 2.8% hits; also: potency is read from the fitted curve at half-maximal effect; series mostly up to about 57 µM; % is scaled to controls: 0 for no effect and ±100 for the full control effect; nearly all actives have a fitted effect of over 65% in size
Target sequence (P53350 whole entry, looked up, the tested form may be a part): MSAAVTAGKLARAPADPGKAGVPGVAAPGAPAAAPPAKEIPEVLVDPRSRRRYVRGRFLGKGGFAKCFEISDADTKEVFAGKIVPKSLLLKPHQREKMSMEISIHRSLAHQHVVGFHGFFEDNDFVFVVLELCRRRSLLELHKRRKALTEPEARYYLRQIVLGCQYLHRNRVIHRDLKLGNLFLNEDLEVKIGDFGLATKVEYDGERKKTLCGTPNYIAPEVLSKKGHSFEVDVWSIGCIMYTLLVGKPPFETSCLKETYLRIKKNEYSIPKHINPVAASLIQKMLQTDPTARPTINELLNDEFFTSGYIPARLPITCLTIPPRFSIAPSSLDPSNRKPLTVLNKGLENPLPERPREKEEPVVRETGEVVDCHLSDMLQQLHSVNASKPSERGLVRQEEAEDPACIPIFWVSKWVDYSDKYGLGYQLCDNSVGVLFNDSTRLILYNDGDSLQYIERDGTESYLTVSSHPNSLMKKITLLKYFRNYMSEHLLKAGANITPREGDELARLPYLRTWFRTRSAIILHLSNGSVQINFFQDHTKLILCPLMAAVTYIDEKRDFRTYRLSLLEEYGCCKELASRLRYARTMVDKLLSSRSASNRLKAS
WRN helicase inh – qHTS for Inhibitors of WRN Helicase. Potency, µM (doses to about 114 µM), inactives show at the highest dose activity change, negative = inhibition, actives largely listed as inhibitors. AID 651768, 2012. WRN helicase unwinding, fluorescent forked duplex, kinetic. 360,000 compounds, 0.46% hits; also: potency is read from the fitted curve at half-maximal effect; % is scaled to controls: 0 for no effect and ±100 for the full control effect; nearly all actives have a fitted effect of over 55% in size
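Fluorescence dequenching readout, ex 525 nm/em 598 nm, kinetic mode: forked duplex DNA (100 nM final) with adjacent fluorophore and quencher unwound by WRN (20 nM final) with 2 mM ATP. Compound preincubation 15 min, room temperature.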
* = called active by the depositor; ? = inconclusive; / = not tested or not shown; & = joins results of further samples; [ ] = dose if it differs, or a comment. Unless noted, calls follow the shape of the dose curve; as a rule, active = well fitted curve in the direction sought with a large enough effect; inconclusive = small, poorly fitted or top-dose-only effect, or another doubt; inactive = no such curve, though single readings can be large; an effect the other way counts as inactive or inconclusive.

The line under a structure holds: FUS suppressor, PI5P4Ka inh, EPAC1 antag, Abeta rescue, EPAC1 agonist, IL2 activator, PLK1 PBD inh, WRN helicase inh
Cc1ccc(OCc2nc3ccccc3n2C(C)C(=O)Nc2c(C)cccc2C)cc1 (stereo unspecified)
  35%, ?, 2%, 5%, -2%, -0.9, -16%, -9%
Cc1cc(=O)[nH]c(SCCCOc2ccccc2Cl)n1
  5%, /, 7%, 20%, 3%, -1.5, -1%, -1%
FC(F)(F)c1nnc2ccc(NCc3ccccc3)nn12
  13%, 2, ?, 7%, 3%, -0.1, -8%, -1%
c1ccc(-n2nnnc2-n2cnc3ccccc32)cc1
  -9%, /, 9%, 6%, 2%, -1.1, -3%, 4%
O=C(O)c1cc(S(=O)(=O)N2CCN(S(=O)(=O)c3ccc4ccccc4c3)CC2)ccc1Br
  -3%, -24, 9%, -7%, 0%, 1.2, ?, -11%[11.6 µM]
CC1(C)CC2CC(C)(CN2C(=O)COC(=O)c2ccccc2C(F)(F)F)C1 (stereo unspecified)
  16%, 5, -8%, -15%, -13%, 1.6, 0%, -4%
CCCCOc1ccc(Cl)cc1CSc1nnc(C)n1N
  28%, /, -3%, -21%, -1%, -3.0, -8%, -5%[11.6 µM]
O=C(C[n+]1ccccc1)N/N=C/c1ccc(Cl)c(Cl)c1
  27%, 6, ?, -21%, 1%, -3.6, -10%, 12%
CCOC(=O)N1CCN(S(=O)(=O)c2ccc3c(c2)OCC(=O)N3)CC1
  9%, 0, 5%, -6%, 6%, 1.9, -2%, -2%
CCc1nc2ccc(C(=O)NCCN3CCNC3=O)cn2c1N(CC)Cc1cccc(Br)c1
  -3%, 1, -21%, -13%, 1%, 0.0, 1%, -2%
O=C(c1cnc(Cl)c(Cl)c1)N1CCN(S(=O)(=O)c2ccc3ccccc3c2)CC1
  ?, 2, -18%, 6%, 10%, -3.9, -7%, 4%
COc1ccc(Br)cc1CNCCSc1nnnn1C
  -1%, -7, -3%, ?, 5%, 2.6, -5%, -6%
O=C(COC(=O)c1cc(=O)[nH]c2ccccc12)NCc1ccc(F)cc1
  16%, -4, 12%, -17%, -7%, 0.2, 1%, 2%
COc1ccc(-c2csc(NC(=O)C(CC(=O)O)N3CCOCC3)n2)cc1 (stereo unspecified)
  0%, -1, 6%, 6%, 9%, -1.4, 5%, -4%[57.1 µM]
Cc1oc(-c2ccc(Cl)cc2)nc1CSCC(=O)NC1CCN(Cc2ccccc2)CC1
  23%, 1, -2%, -5%, -5%, -2.3, -6%, 4%
CCOC(=O)c1ccc(N(CC2CO2)S(=O)(=O)c2ccc(C)cc2)cc1 (stereo unspecified)
  15%, -6, -22%, -13%, 1%, -0.6, -1%, 5%
CCC(C)C(=O)N1CCc2cc(-c3csc(N)n3)ccc21 (stereo unspecified)
  ?, -1, 22%, -21%, 4%, 1.1, -20%, -14%
COc1ccc(Cl)cc1NC(=O)Nc1cc(C)on1
  7%, 5, 25%, -3%, -13%, -3.6, 2%, -2%
O=c1[nH]c2ccc(S(=O)(=O)Nc3ccccc3O)cc2[nH]1
  -18%, -4, -12%, -1%, 11%, -3.6, -5%, -3%
Cc1ccc(S(=O)(=O)N2CCC(C(=O)OCC(=O)N(CC(C)C)C3CCS(=O)(=O)C3)CC2)cc1C (stereo unspecified)
  10%, -5, -1%, 3%, -20%, 0.6, -14%, -12%
CC1(c2ccccc2)NC(=O)N(CC(=O)Nc2cccc(C#N)c2)C1=O (stereo unspecified)
  18%, /, -18%, 16%, 2%, 0.9, -1%, 4%
CC(C)(SC(=S)N1CCCCCC1)C(=O)O
  -2%, -6, 7%, -2%, 4%, 3.9, ?, -15%
C/C(=N/NS(=O)(=O)c1ccc(C)cc1)[C@H]1C[C@@H]1c1ccccc1
  0%, -1, -11%, 19%, 4%, -1.5, -6%, -4%
NC(=O)CSc1nnc(-c2ccc(S(=O)(=O)N3CCOCC3)cc2)n1Cc1ccccc1
  1%, /, -1%, 5%, 6%, -1.7, -6%, -1%
CCOc1ccc(Nc2nc(N3CCOCC3)nc(N3CCOCC3)n2)cc1
  12%, 5, 6%, 4%, 6%, 2.3, -9%, ?
CCOC(=O)Cn1cnc([N+](=O)[O-])n1
  6%, /, -6%, 8%, -2%, 2.3, 0%, 6%
Cc1ccccc1N1CCN(Cc2nc(Cc3ccccc3)no2)CC1
  27%, 0, -14%, -5%, -4%, 0.5, 5%, 2%
Cc1cc(CN(C)Cc2ccc(OCC(O)CN(C)Cc3ccccc3)cc2)on1 (stereo unspecified)
  -3%, -1, 2%, 15%, 2%, 0.4, -10%, 5%
CCC(C)NC(=O)C1CCCN(C(=O)Nc2ccc(F)cc2)C1 (stereo unspecified)
  22%, /, -2%, 2%, 2%, -1.1, -3%, 5%
CN(C)c1ccc(/C=C/C(=O)c2cc(Cl)ccc2O)cc1
  -13%, 24, -17%, -4%, 12%, 2.9, 9%, 50µM*
O=C1Nc2ccccc2C(O)(C(=O)NCc2ccc3c(c2)OCO3)N1c1ccc(Cl)c(Cl)c1 (stereo unspecified)
  5%, -2, 11%, 14%, -1%, -2.1, 0%, 0%
COc1ccc(N2CCN(C(=O)CCn3nnc4ccccc43)CC2)cc1
  14%, -9, 9%, -14%, -6%, -4.0, -5%, 4%
CCC(=O)c1cn(CC(=O)O)c2ccccc12
  13%, -12, 8%, -18%, 13%, 1.3, -20%, 1%
COc1cc(OC)cc(C2=Cc3ccccc3C(CC(=O)c3ccco3)N2c2ccc(-c3cncnc3)cc2)c1 (stereo unspecified)
  25%, 3, -6%, 2%, 1%, 2.8, -7%, -8%
COc1ccc(NC(=O)C(Sc2ccccc2)c2ccccc2)c(OC)c1 (stereo unspecified)
  22%, 2, ?, -9%, 10%, -1.8, -14%, 0%
CCOc1cc(C(=O)Nc2ncccn2)cc(OCC)c1OCC
  -15%, 2, -3%, 4%, -4%, -0.2, -16%, 10%
C/C(=N\N1CCN(C)CC1)c1ccc(Cl)c(Cl)c1
  -6%, -2, ?, 22%, 5%, -1.0, 8%, -1%
COC(=O)NC(C)N1C(=O)C2C3C=CC(C3)C2C1=O (stereo unspecified)
  1%, 2, 1%, 4%, -3%, -1.4, -2%, 1%
CCCCNC(=O)CCn1c(=O)c2ccccc2n(Cc2ccc(F)cc2)c1=O
  /, 0, 17%, 5%, -4%, -5.1, -8%, -35%
C#CCOCCOCCOCCNc1nc(N2CCN(C(=O)[C@H](C(C)C)n3cc(CCO)nn3)CC2)nc(N2CCN(C(=O)[C@H](C(C)C)n3cc(CCO)nn3)CC2)n1
  13%, -4, -9%, 3%, 4%, -0.1, 1%, 2%
Cc1ccccc1NC(=O)Nc1ccccc1N1CCCCC1
  -3%, -1, -3%, 8%, -1%, -0.5, 5%, -6%
O=C(CSc1nnc(Cc2ccccc2)o1)c1ccc2c(c1)OCO2
  19%, 2, 3%, 15%, 1%, 3.8, -4%, -2%
CSc1nsc(SCC(=O)Nc2ccc(F)cc2)n1
  18%, 5, 20%, -4%, 7%, -0.6, -23%, 6%
CCN(CC)c1nc(N)c2c(N)n(-c3ccccc3C)c(=S)c(C#N)c2c1C#N
  28µM*, ?, 89µM*, 13%, -23%, -1.5, 27µM*, ?
Cc1ccccc1NN1C(=O)C=CC1=O
  28%, 9, -3%, 1%, -3%, 0.6, -8%, -6%
Cc1cc(C(=O)N2CCN(c3ccccc3O)CC2)c(C)o1
  7%, 4, 5%, 10%, 1%, 4.2, -5%, -1%
Cc1ccc(C)c(Nc2nc(-c3ccncc3)nc3ccccc23)c1
  -16%, 5, -21%, -13%, 5%, 0.8, 1%, -7%
Cc1ccc(S(=O)(=O)N2CC3(O)CN(C(=O)OC(C)C)N(C(=O)OC(C)C)CC3(OC(=O)Nc3c(C)noc3C)C2)cc1 (stereo unspecified)
  29%, -2, -1%, 3%, -10%, -1.6, -5%, 0%
COc1cc([C@@H]2[C@H]3CN(C)CC=C3C(C#N)=C(N)C2(C#N)C#N)cc2c1OCO2
  9%&32%, 4, -11%&-18%, 1%&18%, 13%&10%, 0.6&3.9, -22%&-10%, -17%&-2%
COc1ccc2c(c1)c(CCNNC(=O)C(C)(C)C)c(C)n2C(=O)c1ccc(Cl)cc1
  ?, 11, 7%, -13%, 10%, -3.1, -4%, -14%
CN(C)CCN(C(=O)c1cccc2ccccc12)c1nc2cc3c(cc2s1)OCO3
  14%, 1, -5%, 17%, 12%, -3.5, -11%, -2%
CC(C)Oc1cc(F)ccc1-c1cc(C(=O)NC2CCCCC2)[nH]n1
  23%, -3, -17%, -3%, -14%, -0.6, 3%, -2%
CC(C)(C)Cc1c(-c2ccc(Cl)cc2)nc2ccc(Cl)cn12
  -20%, 7, -23%, 2%, 1%, -3.3, 4%, -13%
CCN(CC)CCCC(C)NC(=O)c1c(NC(=O)c2ccccc2)sc2c1CCCC2 (stereo unspecified)
  0%, -2, 0%, -17%, -7%, -0.6, -10%, 7%

Laid out differently: entries from further up.
molecule	FUS suppressor	PI5P4Ka inh	EPAC1 antag	Abeta rescue	EPAC1 agonist	IL2 activator	PLK1 PBD inh	WRN helicase inh
c1ccc(-n2nnnc2-n2cnc3ccccc32)cc1	-9%	/	9%	6%	2%	-1.1	-3%	4%
COC(=O)NC(C)N1C(=O)C2C3C=CC(C3)C2C1=O (stereo unspecified)	1%	2	1%	4%	-3%	-1.4	-2%	1%

Screening data deposited in PubChem by National Center for Advancing Translational Sciences (NCATS).

Compounds as they come; about 4.1% have a hit in one of these screens.
